# NPY Y2 blocker – blocks the human neuropeptide Y Y2 receptor; NPY-Y2 expressing cells, antagonist mode; inhibition, % at 2.7 µM; 140,000 tested, 0.99% active; AID 793; in the data active = inhibition above about 17%;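 note: 0% = vehicle with agonist challenge and 100% = reference antagonist with challenge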
# Target sequence (P49146 whole entry, looked up): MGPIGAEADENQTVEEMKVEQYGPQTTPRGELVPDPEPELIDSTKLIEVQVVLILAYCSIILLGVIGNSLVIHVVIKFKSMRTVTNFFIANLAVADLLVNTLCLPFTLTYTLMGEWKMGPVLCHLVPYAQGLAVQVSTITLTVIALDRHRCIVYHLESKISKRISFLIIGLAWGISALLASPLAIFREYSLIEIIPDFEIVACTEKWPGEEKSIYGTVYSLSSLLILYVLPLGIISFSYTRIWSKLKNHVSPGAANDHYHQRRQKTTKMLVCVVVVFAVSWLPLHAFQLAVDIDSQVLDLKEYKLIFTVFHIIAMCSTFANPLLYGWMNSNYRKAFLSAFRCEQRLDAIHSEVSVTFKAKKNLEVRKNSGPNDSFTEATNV
# Measles CPE – protection of cells from measles virus. Measles virus-infected cells, CPE protection, absorbance. protection (pct of control), % at 4 µM. 140,000 tested, 1.5% active; in the data active = protection mostly above about 24%, no sharp cut-off; inactive = mostly below about 26%; note: some compounds called inactive have numbers as strong as hits
# MRP-1 activ – MRP-1 activation; 140,000 tested, 0.61% active; H69AR cells + doxorubicin, viability rescue, CellTiter-Glo; AID 799; viability increase, % at 10 µM;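 active = viability gain under doxorubicin at or above a set limit, the compound median plus 3 SD, cut at about 4.7% in these data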;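 note: MRP-1 overexpressing cells given doxorubicin 25 µM after compound pretreatment; 18-22 h compound pretreatment then 72 h with doxorubicin before readout; 0% = doxorubicin-only wells and 100% = vehicle-treated cells without doxorubicin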
# Yeast growth inh – chemicals that inhibit yeast BB579 growth in restrictive medium (lifespan-shortening candidates). S. cerevisiae BB579 growth, OD615, 48 h. inhibition, % at 10 µM. 140,000 tested, 0.51% active. AID 804;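 active = inhibition above a set limit, 3 SD over the mean compound inhibition, cut at about 44% in these data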; note: inactives centre near -24
#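 Test system: Saccharomyces cerevisiae DeaD strain BB579, replicative lifespan model yeast | Buffer or medium: Restrictive CSMM-D medium | Doses: One dose, 10 µM compound with 0.25% DMSO | Incubation: 48 h exposure, 30 °C | Detection: Culture absorbance at 615 nm | Control set: Amphotericin B at 10 µg/mL as positive control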
# HCT116 bCat-KO – beta-catenin-lacking colon tumor cell growth suppression. HCT116 beta-catenin knockout viability, CellTiter-Glo, 60 h; active compounds read low. viability, % at 10 µM. 140,000 tested, 1.5% active;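 active = viability at or under a set limit, the compound median less 4 SD, cut at about 6% in these data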;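 note: 0% = Hyamine 1622 control at 20 µM and 100% = untreated cell control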
# GALR2 blocker – blocks the human galanin receptor 2. O43603. GALR2-expressing cells, antagonist mode. inhibition, % at 4 µM. 140,000 tested, 0.39% active. AID 828; in the data active = inhibition above about 27%;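 note: cells stimulated with galanin 1-16 at roughly its EC80; 0% = agonist challenge control and 100% = basal control without agonist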
# Target sequence (O43603 whole entry, looked up): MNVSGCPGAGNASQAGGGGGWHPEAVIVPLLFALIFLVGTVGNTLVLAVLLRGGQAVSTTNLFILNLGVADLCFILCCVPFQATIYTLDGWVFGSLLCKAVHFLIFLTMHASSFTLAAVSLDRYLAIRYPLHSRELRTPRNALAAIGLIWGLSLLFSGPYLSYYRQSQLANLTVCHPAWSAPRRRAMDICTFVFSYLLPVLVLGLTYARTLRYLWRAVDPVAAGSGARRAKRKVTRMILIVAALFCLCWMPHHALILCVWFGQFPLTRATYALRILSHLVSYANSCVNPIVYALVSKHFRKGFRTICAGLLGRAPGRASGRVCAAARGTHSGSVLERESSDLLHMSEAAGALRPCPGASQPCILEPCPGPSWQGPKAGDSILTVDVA
# Phagocyt inh – inhibitors of macrophage phagocytosis | J774A.1 macrophage IgG-bead phagocytosis, imaging | inhibition, % at 5 µM | 110,000 tested, 0.07% active | AID 1029;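 active = inhibition above the mean of the plate negative controls plus 5 SD, cut at about 13% in these data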;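 note: phagocytic index as fraction of beads internalized from green versus red external bead signal; plate controls were DMSO negative control for no effect and cytochalasin-D positive control for full effect; some results beyond the cut were filed as inactive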
# PTEN del growth – growth suppressors of cells with PTEN tumor suppressor deletion; 140,000 tested, 1.2% active; viability, % at 10 µM; HCT116 PTEN-null viability, CellTiter-Glo, 60 h; active compounds read low;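 active = viability at or below a set limit, 4 SD under the median of all tested compounds, cut at about 3.7% in these data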;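 note: PTEN knockout HCT116 line with beta catenin targeted HCT116 as companion control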
# E-sel TNF inh – TNF alpha driven E-selectin expression inhibition; HUVEC TNFa-induced E-selectin immunofluorescence, high content; inhibition, % at 2 µM; 120,000 tested, 0.71% active; AID 1246;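 active = inhibition above the batch mean plus 3 SD, and confirmed as a hit on visual image review, cut at about 43% in these data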;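 note: 0% = TNF-stimulated DMSO wells and 100% = unstimulated control wells; not every result past the cut was called active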
# Yeast life ext – extends the lifespan of yeast | S. cerevisiae growth with nicotinamide, OD615; deaD strain in restrictive glucose medium | inhibition of the nicotinamide effect, % at 10 µM | 130,000 tested, 0.68% active | AID 775;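 active = inhibition above a set limit, placed 3 SD over the median of all compounds, cut at about 26% in these data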;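 note: 0% = nicotinamide-treated wells and 100% = cells grown without nicotinamide; some compounds called inactive have numbers as strong as hits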
#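 Assay system: DeaD-strain S. cerevisiae. Medium: CSMM-D glucose medium, restrictive. Reagent: nicotinamide, 1.5 mM, co-present with compound. Compound: 10 µM single point, 0.25% DMSO. Schedule: culture preincubation 4 h, compound exposure 48 h, both 30 °C. Detection: absorbance at 615 nm.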
# * = called active by the depositor; . = no result given; & = joins results of further samples.
SMILES	NPY Y2 blocker	Measles CPE	MRP-1 activ	Yeast growth inh	HCT116 bCat-KO	GALR2 blocker	Phagocyt inh	PTEN del growth	E-sel TNF inh	Yeast life ext
CCOC(=O)C(C(=O)NCc1ccc(F)cc1)c1ncc(C(F)(F)F)cc1Cl (centres undefined)	0.5	14.6	-4.1	-11.1	91.5	-4.8	0.7	98.2	9.5	-1.8
CCCS(=O)(=O)N1CCCC(C(=O)N2CCC(Cc3ccccc3)CC2)C1 (centres undefined)	5.6	4.4	-1.2	-58.1	88.9	-2.8	-0.8	91.6	5.6	-5.5
CCN(CC)S(=O)(=O)c1cc([N+](=O)[O-])ccc1NNC(=O)Nc1ccc(F)cc1	-3.7	15.7	-2.5	16.7	63.1	-4.6	-0.7	47.4&57.2	.	-5.9
Nc1nonc1-c1nc2ccccc2[nH]1	3.9	2.0	0.0	-32.1	102.2	0.4	-1.0	99.3	-9.0	-10.0
Cc1cc(C)n(CC(=O)n2c3c(c4ccccc42)CCCC3)n1	0.6	11.3	-1.1	-8.3	95.6	14.1	1.9	94.5	14.8	2.0
Cc1ccc(S(=O)(=O)NC(CC(=O)O)c2ccco2)cc1 (centres undefined)	2.4	4.4	-3.2	-29.0	89.7	-10.7	-0.6	91.6	8.7	-5.2
COc1ccc(C2CC(c3ccc4ccccc4c3OC(C)=O)=NN2C(=O)/C=C/c2ccccc2)cc1 (centres undefined)	5.1	4.0	-2.7	-15.3	54.5	-7.4	.	56.3	28.4	0.5
N#Cc1nc(-c2ccco2)oc1NCCN1CCOCC1	1.9	7.5	-1.6	-21.7	105.4	10.7	-1.9	107.7	.	-12.9
COc1ccc(S(=O)(=O)CCC(=O)N2CC(=O)N(CCc3ccccc3)C(=O)C2)cc1	0.7	9.2	-3.0	-18.9	83.0	4.2	-2.9	93.2	-44.9	0.6
COc1ccc2c(Cl)c(-c3nnc(SCC(N)=O)n3C)sc2c1	0.8	24.3	-1.1	-24.0	85.5	-5.1	0.5	94.8	6.6	-2.3
Cc1ccc(S(=O)(=O)NC2(C(F)(F)F)C(=O)Nc3c2c(=O)[nH]c(=O)n3-c2ccccc2)cc1 (centres undefined)	1.5	9.6	-1.5	-4.5	102.4	-12.4	-5.9	98.2	.	0.5
CC(C)(C)CC(=O)NCc1ccc(F)cc1	2.9	22.5	-0.7	-31.7	91.0	-27.6	-0.1	104.0	13.9	-6.4
O=S(=O)(Nc1nc2c(s1)CCCC2)c1ccc2ccccc2c1	7.8	2.7	1.6	-28.9	93.9	-6.6	-0.4	90.9&95.1	3.4	-7.5
CCOC(=O)c1cncc(C(=O)O)c1	0.5	22.1	-0.2	-22.8	85.7	4.2	.	102.6	5.7	-2.2
O=C(CC1S/C(=N/N=C/c2c[nH]c3ccc(OCc4ccccc4)cc23)NC1=O)Nc1ccccc1 (centres undefined)	-0.5	33.0	-0.7	-22.4	97.0	-6.2	-0.3	100.6	1.4	-0.2
COc1ccc(C(c2sc3ncnn3c2O)N2CC(C)OC(C)C2)cc1OC (centres undefined)	4.3	8.1	0.9	-49.4	95.8	-1.5	.	99.0	.	-4.1
O=C(COc1cccc(NC(=O)c2cccs2)c1)c1ccc(F)cc1	5.7	15.1	-2.3	6.5	82.5	5.2	5.5	69.5	.	-2.0
CCS/C(N)=N/N=C/c1cc(C)ccc1O	-1.7	4.5	-0.1	-52.3	56.9	-1.6	0.1	57.2&50.7	-2.0	-20.6
CCOC(=O)C1=C(C)NC(=O)NC1c1ccc(-c2ccccc2F)o1 (centres undefined)	3.0	3.3	-2.9	-52.9	84.8	-3.3	-7.7	89.0	4.4	-2.5
Cn1c(=O)c2c(nc(Br)n2CCc2ccccc2)n(C)c1=O	7.2	5.1	0.5	-9.4	101.4	-5.9	0.5	95.5	-19.4	-8.7
COC(=O)c1ccc(OCC2c3cc(OC)c(OC)cc3CCN2C(=O)C2CC2)cc1 (centres undefined)	4.5	9.8	0.1	-11.4	72.7	-8.8	-2.5	63.1	-0.7	-6.5
O=C(Nc1ccccc1Oc1ccccc1)c1ccccc1F	4.7	28.5	-0.8	-42.5	88.4	-0.1	-2.1	100.3	.	-6.9
N#CC1=C2C=CC=CN2CC1=O	-1.9	9.2	-1.2	1.4	99.2	12.3	-0.8	104.1	1.5	-9.8
Cc1cccc2c1N(CC(=O)OC(C)C)C(=O)C2=O	0.5	12.0	-2.5	-9.1	74.0	-2.3	-0.3	70.3	.	-4.5
COCCn1c(SCc2ccc(C(=O)OC)o2)nc2ccccc2c1=O	8.2	6.8	0.1	-27.0	79.9	4.9	1.4	77.4	8.2	-12.0

SMILES	NPY Y2 blocker	Measles CPE	MRP-1 activ	Yeast growth inh	HCT116 bCat-KO	GALR2 blocker	Phagocyt inh	PTEN del growth	E-sel TNF inh	Yeast life ext
CC(Cn1cnc2ccccc21)C(=O)O (centres undefined)	0.4	5.4	-0.4	-29.9	93.5	4.2	.	96.1	18.8	.
Cc1ccccc1-n1nc2c(c1NC(=O)c1cc3ccccc3oc1=O)CS(=O)(=O)C2	-1.9	2.5	-1.7	-17.3	99.0	-4.7	-1.0	89.9	.	-1.6
CCOc1ccccc1N1CCN(S(=O)(=O)c2ccc(F)c(F)c2)CC1	1.6	6.0	1.1	-38.9	81.5	4.6	0.3	82.8	37.5	-13.4
CCn1c(O)c(N=NC(=O)CNc2ccc(C)cc2)c2ccccc21	9.4	5.4	-1.4	-15.4	94.2	-3.6	-3.9	93.5	-7.9	-5.7
O=C(COc1ccccc1Br)NC1CCCC1	3.0	7.1	0.3	0.0	69.9	2.0	-1.2	74.2	.	-3.0
CCCCN(CC)C(=O)CSc1cc(=O)n(C)c2ccccc12	-1.5	3.5	-0.6	-53.0	87.5	7.8	-0.7	87.0	8.8	-3.8
CC1(C)CC2(CC(C)(C(=O)CSc3nc4ccccc4s3)OC2=O)C(=O)O1 (centres undefined)	1.6	12.1	-1.0	-32.0	84.0	3.8	.	80.9	-6.1	-5.9
Cc1ccc(/C=C/C(=O)Nc2cccc3ncccc23)o1	0.2	9.5	-1.0	-53.8	92.7	3.2	0.6	90.3	27.6	-14.8
COc1ccc(N(C)C(=O)CCS(=O)(=O)c2cccc3nonc23)c(OC)c1	1.7	3.5	-3.3	32.4	97.7	-23.4	.	89.5	10.3	-6.6
Cc1ccc(N2C(=O)CC(n3nc(C)cc3C)C2=O)cc1 (centres undefined)	4.9	16.6	0.7	-22.6	86.7	-2.6	0.1	94.5	-9.5	-7.2
CC(C)(C)n1nnnc1C(c1ccccn1)N(Cc1ccccc1)Cc1ccc(Cl)cc1 (centres undefined)	11.7	4.0	-3.9	-49.7	12.2	-13.8	0.6	18.0	.	-6.6
O=C(COc1ccc(/C=N/NC(=O)c2cc3ccccc3o2)cc1Br)Nc1ccccc1	-0.7	-1.9	-3.6	-20.7	1.8*	-17.2	.	3.5*	.	-17.9
CCOC(=O)Cc1c(C)nc2c(-c3ccc(OC)cc3)c(C)nn2c1C	-1.1	4.0	-0.9	9.5	81.1	8.1	1.0	90.0&78.5	-3.8	-17.6
CCc1ccc(OCC(=O)N2c3ccccc3CCc3ccccc32)cc1	2.6	1.4	-4.1	-44.0	70.6	-3.7	.	67.4	.	8.0
Cc1nn(C)c(C(=O)Nc2ccn(Cc3c(F)c(F)cc(F)c3F)n2)c1[N+](=O)[O-]	5.2	24.2	-1.4	-19.2	92.4	-8.3	0.6	92.0	3.3	-0.9
CCOc1ccc(NC(=S)Nc2cc(OC)c(Cl)cc2OC)cc1	3.6	11.0	-4.4	-14.1	94.3	-3.9	0.5	89.5	16.8	-1.3
COc1cc(NS(=O)(=O)c2ccc(C)cc2C)cc(OC)c1OC	3.6	3.9	-4.8	-6.7	41.5	23.5	0.0	48.2	1.5	-16.6
CS(=O)(=O)N1CCN(c2nc3ccccc3s2)CC1	-0.9	7.3	-0.7	-27.1	105.6	-10.3	.	110.1	.	-4.5
Cc1ccc(C)c(C(=O)CSc2nnnn2C(C)C)c1	7.2	6.5	0.4	-44.6	70.3	-1.8	0.8	68.4	-30.5	-14.7
Cc1ccc(S(=O)(=O)NCC(C)NS(=O)(=O)c2ccc(C)cc2)cc1 (centres undefined)	-1.8	6.6	-1.0	-26.3	100.1	-4.0	0.4	93.1	-28.3	-7.4
O=C(CN1CCOCC1)Nc1ccc(NC(=O)CN2CCOCC2)c(Cl)c1	7.8	5.7	-1.8	-31.1	100.0	6.4	-0.4	90.0	.	-5.7
COc1cccc(C2=NOC(C(=O)N3CCN(C(=O)c4ccco4)CC3)C2)c1 (centres undefined)	1.4	6.4	-2.1	2.0	89.9	3.2	0.0	95.0	-8.2	-6.0
Cc1ccc(NC(=O)COC(=O)C2=COCCO2)cc1	1.2	3.8	-2.1	-13.8	98.5	2.2	.	86.1	8.2	-20.8
C(=C\CSc1ncn[nH]1)/CSc1ncn[nH]1	2.9	14.3	-1.3	-1.6	97.2	-2.4	0.0	93.2	6.7	1.9
O=C(CSc1oc(-c2ccccc2)nc1S(=O)(=O)c1ccc(F)cc1)NCC1CCCO1 (centres undefined)	0.2	1.6	-3.0	-23.8	80.2	-7.8	.	62.2	-0.6	-5.1

SMILES	NPY Y2 blocker	Measles CPE	MRP-1 activ	Yeast growth inh	HCT116 bCat-KO	GALR2 blocker	Phagocyt inh	PTEN del growth	E-sel TNF inh	Yeast life ext
O=C(c1ccc(F)cc1)[C@@H]1[C@@H](C(=O)c2ccccc2)[C@@]2(C(=O)Nc3ccccc32)[C@H]2c3ccccc3C=CN12	2.8	14.4	-4.5	-15.8	75.8	13.9	-9.2	70.8	-9.2	14.6
CN(c1ccc(C(=O)NCc2ccc3c(c2)OCO3)cc1)S(C)(=O)=O	2.4	2.6	-1.2	-12.7	88.9	-7.8	-0.3	85.5	-11.6	-16.3
Cn1c(CN2CCOCC2)c(C#N)c2ccccc21	2.7	8.1	-0.8	-2.2	86.2	-17.5	0.4	96.1	3.0	14.5
C(=N\n1cnnc1SCc1ccccc1)/c1ccco1	-0.7	27.4	-0.3	-57.9	99.3	0.7	-0.7	107.9	.	8.5
CN(/C=C/C(=O)C(F)(F)C(F)(F)F)Cc1ccccc1	1.1	3.9	-1.0	-11.8	97.3	3.9	-1.0	95.2	20.9	-21.8
Cc1ccc(Cn2cccc(-c3nc4ccccc4s3)c2=O)cc1	3.7	19.3	-0.3	-34.7	79.0	-17.7	0.6	85.1	-26.1	-4.1
CCOC(=O)c1cc2occc2n1Cc1c(F)cccc1Cl	7.1	23.2	-1.3	-35.2	86.4	-11.1	-0.8	79.7	1.2	-11.3
O=C(CSC1=NCCS1)N1CCc2ccccc21	4.1	14.0	-4.4	-47.3	85.1	3.9	-4.1	81.0	-4.4	5.5
CCS(=O)(=O)N1CCCC(C(=O)NCCN2CCC(Cc3ccccc3)CC2)C1 (centres undefined)	3.4	10.0	-1.8	9.8	87.9	5.9	.	87.8	.	-4.8
